Compound activity as filed in PubChem BioAssay.
TDP1 cell CPT – DT40-hTDP1 cell growth loss with CPT; chicken DT40 Tdp1-/-;hTDP1 cells + 20 nM CPT, ATP luminescence, 48 h; Potency, µM (top dose mostly 46.2 µM), for inactives: top-dose activity change, negative = growth inhibition, usual class: inhibitors; hit rate 12% among 420,000; further: nearly all actives have a fitted effect of over 55% in size
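Chicken DT40 Tdp1-/- cells stably complemented with human TDP1 were seeded at 400 cells/well in medium containing 20 nM camptothecin, exposed to pin-transferred compounds, and grown at 37 °C for at least 48 hr. Viability was read as ATP luminescence.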
TDP1 cell noCPT – qHTS for Inhibitors of human tyrosyl-DNA phosphodiesterase 1 (TDP1): qHTS in cells in absence of CPT | DT40 Tdp1-/- hTDP1 cells, no CPT, ATP luminescence, 48 h | Potency, µM (titrated, usually from 46.2 µM), for inactives: at the highest dose activity change, negative = growth inhibition, usual class: inhibitors | hit rate 15% among 420,000; further: nearly all actives have a fitted effect of over 55% in size
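Stably hTDP1-transfected Tdp1-null chicken DT40 cells were treated with library compounds minus camptothecin and grown for at least 48 hr at 37 °C, after which cellular ATP was quantified by luminescence.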
TDP1 inh – TDP1 (human) enzyme inhibition | Q9NUW8 | recombinant TDP1, AlphaScreen DNA substrate cleavage | Potency, µM (highest dose often 130 µM), inactives show top-dose activity change, negative = inhibition, hits mostly inhibitors | hit rate 0.28% among 350,000; further: nearly all actives have a fitted effect of over 40% in size
Target sequence (Q9NUW8 whole entry, looked up): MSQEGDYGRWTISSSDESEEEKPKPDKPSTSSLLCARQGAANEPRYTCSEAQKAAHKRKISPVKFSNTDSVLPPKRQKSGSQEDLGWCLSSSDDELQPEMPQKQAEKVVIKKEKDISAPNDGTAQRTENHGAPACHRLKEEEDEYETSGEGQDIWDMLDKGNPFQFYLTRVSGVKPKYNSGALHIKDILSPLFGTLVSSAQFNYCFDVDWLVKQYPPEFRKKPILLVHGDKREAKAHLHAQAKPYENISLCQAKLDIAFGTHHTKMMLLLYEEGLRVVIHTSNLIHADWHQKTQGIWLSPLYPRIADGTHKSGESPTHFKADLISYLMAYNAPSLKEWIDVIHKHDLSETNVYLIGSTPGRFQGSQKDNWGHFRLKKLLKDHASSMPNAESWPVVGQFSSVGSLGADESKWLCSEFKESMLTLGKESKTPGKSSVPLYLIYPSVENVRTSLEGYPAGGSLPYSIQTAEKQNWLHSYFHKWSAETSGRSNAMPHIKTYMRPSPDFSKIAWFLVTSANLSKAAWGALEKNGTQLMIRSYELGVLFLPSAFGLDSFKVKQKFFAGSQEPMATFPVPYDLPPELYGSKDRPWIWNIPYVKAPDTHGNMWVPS
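Tdp1 1 nM final; 15 min RT w/ cpd; substrate 15 nM, 5 min; beads 10 ug/ml, 10 min; AlphaScreen read. Neg ctrl: no enzyme.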
Active calls of the source: *; u = inconclusive; x = no result given; + = active, no number; & = joins results of further samples; [ ] = remark or other dose. The call rests on the fitted dose curve; in most records, active means well fitted curve in the direction sought with a large enough effect; inconclusive means small, poorly fitted or top-dose-only effect, or another doubt; inactive means no such curve, though single readings can be large; an effect the other way counts as inactive or inconclusive. On the % scale 0 is the no-effect control and ±100 the full control effect; potency means the concentration at half of the fitted maximal effect.

SMILES | TDP1 cell CPT | TDP1 cell noCPT | TDP1 inh
O=C(O)c1sccc1NC(=O)c1c(Cl)cccc1Cl | 15% | 5% | x
O=C1NC2c3ccccc3CC2O1 (stereo not given) | 0% | 27% | x
COc1ccc(NC(=O)CN(C)S(=O)(=O)c2ccc(Br)s2)cc1 | 19% | -26% | 9%
C=CCC1(C#N)C(=S)NC2=C(C(=O)CC(C)(C)C2)C1c1ccc(Br)cc1 (stereo not given) | -21% | u | 3%
COc1ccc(OC)c(NC(=O)c2cnc(Nc3ccccc3OC)c3ccccc23)c1 | 5.2µM* | 5.8µM* | 0%
CC(C)c1ccc(C2C(C(=O)c3ccco3)=C(O)C(=O)N2CC2CCCO2)cc1 (stereo not given) | 21µM* | + | x
COc1cc(OC)c(Nc2cc(C)nc3nc(C)nn23)cc1Cl | -1% | -18% | 4%
CC(C)(C)c1ccc(C(=O)N2CCC2(C)C(=O)NCCC#N)cc1 (stereo not given) | u | u | x
Cc1[nH]n(-c2ccccc2)c(=O)c1/C=N/NC(=O)C(C)C | 15µM* | u | 8%
COc1ccc(NC(=O)c2cc(-c3cc(F)ccc3OC(C)C)n[nH]2)cc1OC | u | u | x
Cc1nn(C)c(C)c1CNC(=O)/C=C/c1ccccc1F | -21% | u | -3%
CCC(=O)Nc1c2c(nn1-c1ccccc1)CSC2 | u | -5% | 1%
CC(=O)Nc1ccc(CN2C(=O)C(CCc3ccccc3)ON=C2c2cnccn2)cc1 (stereo not given) | u | u | x
Cc1csc(NC(=O)c2ccco2)n1 | 0% | -17% | 3%
COc1ccc(N2CCN(c3csc4ccccc4c3=O)CC2)cc1 | u | u | 9%
COc1ccc2cc(C(=O)NCc3ccco3)c(=O)oc2c1 | -20% | -6% | 1%
CSc1cccc(NC(C)=O)c1 | 0% | -12% | 3%
CCC(C(=O)NCCc1ccc(Cl)cc1)n1ccc2cc(S(=O)(=O)N3CCCCC3)ccc21 (stereo not given) | 13µM* | u | 6%
CCCCCCCCC(=O)NCc1cc(OC)c(O)cc1I | u | u | 10%[56.1 µM]
COc1cccc(OC)c1C(=O)OCc1c(-c2ccccc2)ncc2ccccc12 | 21µM* | 18µM* | 2%
O=C(COC(=O)c1ccc2ncsc2c1)NC(=O)NCc1ccccc1 | 10% | 0% | -10%
CC(=Nc1ccc(C)c(C)c1)C1=C(O)CCC1=O | -3% | -21% | 4%
COc1cccc(OCC(O)CN2CCC(Cc3ccccc3)CC2)c1 (stereo not given) | u | 18µM* | 5%
O=[N+]([O-])c1cc([N+](=O)[O-])c(Oc2cc(Cl)cc(Cl)c2)cc1NN1CCCCC1 | -18% | 11% | x
COc1cc(Cl)cc(C=O)c1OCC(=O)O | 3% | 3% | 5%
SMILES | TDP1 cell CPT | TDP1 cell noCPT | TDP1 inh
CN(C)CCCN(C(=O)c1cc2ccccc2oc1=O)c1nc2c(F)cccc2s1 | -9% | -26% | 5%
COC(=O)c1cc2ccccc2c(=O)s1 | 4% | -16% | -4%
COCCCNC(=O)Cn1ccc(NC(=O)OCc2ccccc2)nc1=O | 2% | 8% | 3%
COc1cc(-c2coc3c(C(=O)NCc4cccc(Cl)c4)cccc23)ccc1O | u | 18µM* | x
O=C(CN1C(=O)NC2(CCCC2)C1=O)Nc1ccc(C(F)(F)F)cc1 | u | u | 8%[0.0935 µM]
O=C(O)C1C2CCC(O2)C1C(=O)Nc1ccc(Cl)cc1F (stereo not given) | -6% | -4% | 6%
O=C(c1ccccc1C(=O)N1CCN(c2ccc(F)cc2)CC1)N1CCN(c2ccc(F)cc2)CC1 | u | 9.2µM* | 4%
COc1ccccc1C(=O)NCCC(=O)OCC(=O)Nc1ccc(S(N)(=O)=O)cc1 | -5% | 15% | -7%
C#CCNC(=O)c1ccc(OCc2ccccc2)cc1Cl | 7% | -13% | 2%
COc1ccc(/C=N\NC(=O)c2ccc([N+](=O)[O-])c(C)c2)cc1COc1ccccc1C(N)=O | -29% | -21% | 7%
N/C(=N\OC(=O)c1ccc(Cl)c(Cl)c1)c1ccccn1 | -24% | -11% | 6%
CCOC(=O)CC(NC(=O)c1cc2c(=O)n3cccc(C)c3nc2s1)c1ccc(OCC)c(OC)c1 (stereo not given) | 5% | -4% | -5%
O=C(OCC(=O)N1CCN(C(=O)c2ccco2)CC1)c1ccccc1C(=O)c1ccccc1 | -27% | -16% | 6%
CC(C)(C)c1ccc(NC(=O)N2CCCN(c3c(Cl)cncc3Cl)CC2)cc1 | 16µM* | 7.3µM* | 0%
CN(C(=O)CSC1=NC2C(N=N1)c1cc(Br)ccc1N2C)C1CCCCC1 (stereo not given) | u | u | -5%
Cc1ccc(C(=O)c2oc3ccccc3c2NC(=O)COc2ccc(C(C)C)cc2)cc1 | -22% | u | 3%
Cc1noc(C)c1CCC(=O)N1CCCC(CCC(=O)NCc2ccccc2F)C1 (stereo not given) | u | -22% | -10%
COC(=O)[C@@]1(Cc2ccc(F)cc2)[C@H]2c3cc(C(=O)N(C)C)n(Cc4ccccc4)c3C[C@H]2CN1C(=O)c1ccccc1 | 5.2µM* | 21µM* | 5%&14%
Fc1ccccc1Sc1ccccc1CNC1=NCCN1 | 21µM* | 13µM* | 1%
CC(C)CC(=O)Nc1ccc2oc(-c3ccncc3)nc2c1 | -29% | -29% | 9%
CCOC(=O)CSc1ncc(OC)c(=O)[nH]1 | -3% | -5% | 0%
CS(=O)(=O)N(Cc1ccccc1)c1ccc(C(=O)NCc2ccccc2)cc1 | u | -29% | -4%
COc1ccc(-c2nnc(C3CCN(C(=O)c4ccccc4F)CC3)o2)cc1 | 5.2µM* | 4.6µM* | -4%
CC(C(=O)Nc1cc([N+](=O)[O-])ccc1Cl)N1CCN(c2ccccc2)CC1 (stereo not given) | 20% | -3% | 3%
CCc1nc2ccc(C(=O)NCCc3ccccn3)cn2c1N(C)Cc1cccs1 | u | 18µM* | x
SMILES | TDP1 cell CPT | TDP1 cell noCPT | TDP1 inh
Cc1ccc(S(=O)(=O)Nc2ccc(S(=O)(=O)NC(C)(C)C)cc2)cc1 | -4% | -8% | 2%
Cc1cccc(NC(=O)C2CCCN(S(=O)(=O)c3ccc4[nH]c(=O)ccc4c3)C2)c1 (stereo not given) | -8% | -17% | x
COCCN(C(=O)c1ccccc1F)c1nc(-c2ccc(OC)cc2)cs1 | -3% | u | 0%
CCn1c(SCC(=O)Nc2nc(-c3ccc(C)cc3)cs2)nnc1-c1ccccc1O | u | u | 8%
Cc1nc(SCC(=O)NC(=O)NC(C)C)nc(C)c1C | 0% | -24% | -3%
CCOc1ccc(NC(=O)CCNC(=O)c2ccc(Br)cc2)cc1 | -9% | -7% | 1%
CN1CCC(=NNc2ncnc3sc4c(c23)CCCC4)CC1 | 16µM* | 21µM* | 5%
CCOCCCNC(=O)Cn1cc2c(n1)-c1c(oc(C(=O)N3CCCC3)c1C)CC2 | u | u | 5%
COc1ccc(NC(=O)Cn2nnc(C(=O)NCc3ccco3)c2N)cc1 | -1% | -4% | -2%
O=C(O)c1ccc2c(c1)S(=O)(=O)c1cc(N3CCN(c4cnccn4)CC3)ccc1C2=O | -3% | -11% | x
CCn1ccc2c(OCC(=O)NCc3ccc(F)cc3)cccc2c1=O | -21% | u | 3%
COC(=O)C(NC(=O)c1ccccc1)=C(C)C | 18µM* | u | 2%
CC(=O)Nc1ccc(NC(=O)COC(=O)C2(c3ccc(Cl)cc3)CCCC2)cc1 | u | u | -2%
COc1ccc(CCn2c(-c3ccc(OC)cc3)nc3c(c(=O)c4ccccc4n3C)c2=O)cc1 | 23% | -20% | 1%
N#Cc1cc2c([nH]c1=S)CCCCCC2 | -22% | -12% | 1%
Cc1ccc(S(=O)(=O)N2CCCN(C(=O)OC(C)(C)C)CC2)cc1 | -20% | u | -1%
Cn1cnnc1SC(C(=O)Nc1cccc(C(F)(F)F)c1)c1ccccc1 (stereo not given) | -19% | -24% | 6%
COc1cc(CNCCO)cc(Cl)c1OCc1ccccc1Cl | u | u | 1%
Cc1ccc(CN(C(=O)c2ccc(F)cc2)c2ccccn2)o1 | -3% | u | 4%
COCCCNC(=O)c1ccc(N(C)S(C)(=O)=O)cc1 | 15% | 2% | 0%
CCO/C(C)=C1\C(=O)Nc2ccccc21 | -5% | -17% | 3%
COC(=O)c1cc(-c2ccc(OC)c(OC)c2)n[nH]1 | 3% | u | 5%
CCS(=O)(=O)c1ccc(C(=O)NC)c(Cl)c1Cl | 2% | 2% | 4%
Cn1c2ccccc2c2n[nH]c(=O)nc21 | 1% | -7% | -3%
Cc1ccc2[nH]c(CSc3ccccc3)cc(=O)c2c1 | 18µM* | 16µM* | x

Exported with each value named: 4 of the compounds above
CCOC(=O)CC(NC(=O)c1cc2c(=O)n3cccc(C)c3nc2s1)c1ccc(OCC)c(OC)c1 (stereo not given)
- TDP1 cell CPT: 5%
- TDP1 cell noCPT: -4%
- TDP1 inh: -5%

CS(=O)(=O)N(Cc1ccccc1)c1ccc(C(=O)NCc2ccccc2)cc1
- TDP1 cell CPT: u
- TDP1 cell noCPT: -29%
- TDP1 inh: -4%

COC(=O)C(NC(=O)c1ccccc1)=C(C)C
- TDP1 cell CPT: 18µM*
- TDP1 cell noCPT: u
- TDP1 inh: 2%

CC(=Nc1ccc(C)c(C)c1)C1=C(O)CCC1=O
- TDP1 cell CPT: -3%
- TDP1 cell noCPT: -21%
- TDP1 inh: 4%

The listing continues.
SMILES | TDP1 cell CPT | TDP1 cell noCPT | TDP1 inh
Cc1nc(NCc2ccccn2)c2c3c(sc2n1)CCCC3 | u | 21µM* | 3%
Cc1ccc(NC(=O)c2cc3ccccc3oc2=O)cc1S(=O)(=O)N(C)C | -1% | -1% | -3%
CCOC(=O)C1CCN(S(=O)(=O)Cc2ccccc2)C1=O (stereo not given) | -1% | u | -5%
O=C(Nc1ccc(F)cc1)c1cc2c(s1)CCCC2 | -27% | u | -4%
COc1cccc(-c2noc(CCC(=O)NCCc3ccccc3)n2)c1 | -14% | -13% | x
Cc1ccc(S(=O)(=O)/N=C(\Sc2ccccc2)c2ccccc2)cc1 | 5.8µM* | 6.5µM* | 4%
COc1cccc(Cn2nnc(C(=O)NCCc3ccc(Cl)cc3)c2N)c1 | u | u | 3%
COc1ccc(CC(=O)NCc2nnc(SCC(=O)Nc3ncc(C)s3)n2C)cc1 | 16µM* | 16µM* | 0%
COC(=O)CSc1[nH]c2ccccc2c1[N+](=O)[O-] | 18µM* | -29% | 1%
CCOc1cc(C2NC(=O)NC(O)(C(F)(F)F)C2C(=O)c2ccc(Cl)cc2)ccc1O (stereo not given) | -16% | -14% | 1%
CC(C(=O)O)c1ccc2c(c1)Cc1cccnc1O2 (stereo not given) | -9% | u | x
O=C(CSC1CCCCC1)Nc1nccs1 | -8% | -20% | -3%
N#Cc1c(NC(=O)c2cc3nc(-c4ccc(Br)cc4)cc(C(F)(F)F)n3n2)sc2c1CCCC2 | 4% | -6% | 2%
NC(=S)N/N=C/c1coc2cc(Cl)ccc2c1=O | -9% | -10% | -3%
N/C(=N\OC(=O)c1ccccc1)c1ccncc1 | 3% | -9% | 4%
CC(=O)C(N=Nc1ccccc1)(Sc1nnc(-c2ccccc2)n1-c1ccccc1)C(C)=O | u | 16µM* | 7%
CCN(CCn1cccn1)C(=O)c1ccc2nc(Cc3ccc(OC)cc3)oc2c1 | u | u | 9%

Results in TDP1 inh, for some of the entries so far:
| smiles | TDP1 inh |
| --- | --- |
| N/C(=N\OC(=O)c1ccccc1)c1ccncc1 | 4% |
| CC(=O)C(N=Nc1ccccc1)(Sc1nnc(-c2ccccc2)n1-c1ccccc1)C(C)=O | 7% |
| CCN(CCn1cccn1)C(=O)c1ccc2nc(Cc3ccc(OC)cc3)oc2c1 | 9% |
